# Compound activity as filed in PubChem BioAssay.
# FEN1 inh: blocks human flap endonuclease 1; P39748; Recombinant FEN1 flap cleavage, fluorescence, 15 min; Potency, µM (titrated, usually from 114 µM), for inactives: at the top dose activity change, negative = inhibition, usual class: inhibitors; 0.35% of 390,000 active; AID 588795; further: nearly all actives have a fitted effect of over 65% in size
# Target sequence (P39748 whole entry, looked up): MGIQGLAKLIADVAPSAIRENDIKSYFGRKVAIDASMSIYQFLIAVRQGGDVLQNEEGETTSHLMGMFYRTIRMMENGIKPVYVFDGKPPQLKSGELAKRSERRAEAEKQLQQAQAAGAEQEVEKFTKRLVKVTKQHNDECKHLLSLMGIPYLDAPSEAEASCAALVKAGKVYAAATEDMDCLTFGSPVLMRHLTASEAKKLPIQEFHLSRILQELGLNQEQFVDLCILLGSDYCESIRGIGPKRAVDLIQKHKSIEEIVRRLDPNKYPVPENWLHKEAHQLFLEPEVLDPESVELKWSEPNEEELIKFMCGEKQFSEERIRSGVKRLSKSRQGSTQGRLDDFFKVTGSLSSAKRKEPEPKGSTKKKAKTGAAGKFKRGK
#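 FEN1 at 10 nM, compound pretreatment for 15 min (room temperature), 50 nM final substrate to initiate; endpoint reads at 0 and 15 min; DMSO-only plates used as vehicle background.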
# TDP1 inh: TDP1 (human) enzyme inhibition; Q9NUW8; recombinant TDP1, AlphaScreen DNA substrate cleavage; Potency, µM (titrated, usually from 130 µM), for inactives: at the top dose activity change, negative = inhibition, hits mostly inhibitors; 0.28% of 350,000 active; AID 485290; further: nearly all actives have a fitted effect of over 40% in size
# Target sequence (Q9NUW8 whole entry, looked up): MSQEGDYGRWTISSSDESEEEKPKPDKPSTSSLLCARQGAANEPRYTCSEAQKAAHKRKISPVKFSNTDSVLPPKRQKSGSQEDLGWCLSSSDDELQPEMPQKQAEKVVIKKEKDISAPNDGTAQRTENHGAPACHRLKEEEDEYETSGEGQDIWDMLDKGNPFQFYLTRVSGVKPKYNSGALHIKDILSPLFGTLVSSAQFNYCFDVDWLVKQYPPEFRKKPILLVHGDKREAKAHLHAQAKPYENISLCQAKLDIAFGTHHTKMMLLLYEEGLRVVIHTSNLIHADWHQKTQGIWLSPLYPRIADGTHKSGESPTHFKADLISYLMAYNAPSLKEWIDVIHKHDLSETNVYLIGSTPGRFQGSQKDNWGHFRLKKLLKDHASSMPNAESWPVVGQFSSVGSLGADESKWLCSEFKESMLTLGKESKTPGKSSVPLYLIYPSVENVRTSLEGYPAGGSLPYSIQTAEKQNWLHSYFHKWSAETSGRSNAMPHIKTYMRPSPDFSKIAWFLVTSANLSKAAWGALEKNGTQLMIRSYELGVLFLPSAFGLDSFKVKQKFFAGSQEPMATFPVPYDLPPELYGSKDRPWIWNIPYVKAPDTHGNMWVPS
#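 Tdp1 1 nM final; 15 min RT w/ cpd; substrate 15 nM, 5 min; beads 10 ug/ml, 10 min; AlphaScreen read. Neg ctrl: no enzyme.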
# N370S GC mod: inhibits or activates N370S mutant glucocerebrosidase; P04062; N370S GC spleen homogenate, 4MU-glucoside fluorescence; Potency, µM (titrated, usually from 59.4 µM), inactives show top-dose activity change, negative = inhibition, usual class: inhibitors; 0.092% of 330,000 active;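 further: 0% = full enzyme activity and -100% = no enzyme basal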
# Numbers without * were called inactive; ? = inconclusive; · = no result given; & = joins results of further samples; [ ] = another dose, or the depositor's remark. The call rests on the fitted dose curve; in most records, active means well fitted curve in the direction sought with a large enough effect; inconclusive means small, poorly fitted or top-dose-only effect, or another doubt; inactive means no such curve, though single readings can be large; an effect the other way counts as inactive or inconclusive. Unless noted, on the % scale 0 is the no-effect control and ±100 the full control effect; potency means the concentration at half of the fitted maximal effect. Hits appear at their usual frequency; overall some 0.57% were active at least once.
SMILES,FEN1 inh,TDP1 inh,N370S GC mod
CCOc1ccc(NC(=O)C2CCN(S(=O)(=O)c3c(C)noc3/C=C/c3c(C)cc(C)cc3C)CC2)cc1,-9%,4%,·
CCc1nn(CC(=O)NCc2ccccc2Cl)c(=O)c2cc3ccccc3n12,3%,2%,·
Cc1cc(/C=C(\C#N)C(=O)OCC(=O)Nc2ccc(OC(F)F)cc2)c(C)n1CC(C)C,1%,0%,8%
COc1cccc(N2CCN(C3CC(=O)N(c4cccc(Cl)c4)C3=O)CC2)c1 (stereo not given),-10%,4%,-6%
CC(=O)c1cccc(NC(=O)CSc2ccc(-c3ccccn3)nn2)c1,?,3%,7%
Cc1ccccc1CCNC(=O)c1ccc2c(c1)nc1n2CCCCC1,6%,3%,·
COc1ccc(N2CCN(c3cc(C)c4ccc(O)cc4n3)CC2)cc1,-3%,3%,-2%
CN(CC1CCCO1)S(=O)(=O)c1ccc(C(=O)Nc2nc3cc4c(cc3s2)OCO4)cc1 (stereo not given),-7%,·,-7%
O=C(CCCc1c[nH]c2ccccc12)NCCc1c[nH]c2ccccc12,-14%,-4%,10%
N#CC1=C(N)Oc2cc(O)c(C=Nc3ccccc3)cc2C1c1ccccc1 (stereo not given),0%,3%,-1%
Cc1cnc(C(=O)OCC(=O)Nc2cccc(Cl)c2)cn1,5%,0%,4%
CC(Oc1ccccc1F)C(=O)NNC(=O)CCNC(=O)c1ccco1 (stereo not given),-4%,-1%,-4%
Cc1c(Cl)cccc1NC(=O)Cn1c(=O)cc(C)c2c(C)nn(-c3cccc(F)c3)c21,-4%,5%,·
O=C(CCN1C(=O)c2ccccc2C1=O)Nc1sc2c(c1C(=O)NCC1CCCO1)CCC2 (stereo not given),-3%,0%,1%
CCCCN1C(=O)/C(=C2/C=CC=CN2C)SC1=S,51%[activator],7%,3%
COc1cc2c(cc1OC)CN(C(=O)/C=C/c1ccc(F)cc1)CC2,-9%,11%,-7%
Cc1ccc(S(=O)(=O)N(C)CC(=O)O/N=C(\N)c2ccc([N+](=O)[O-])cc2)cc1,-15%,3%,14%
Cc1ccc(CN(C(=O)c2csnn2)C(C(=O)NC2CCCC2)c2ccco2)cc1 (stereo not given),11%,8%,-4%
O=C(COC(=O)c1cc([N+](=O)[O-])ccc1N1CCOCC1)NC1CCCCC1,2%,-7%[0.505 µM],0%
CC(C)(C)N(Cc1ccccc1)C(=O)CSc1nnc(CNc2ccc(F)cc2)o1,-12%,3%,13%
O=C(Nc1ccc(F)c(F)c1)c1ccccc1,13%,·,-12%
O=C(Nc1ccccc1N1CCOCC1)c1ccc([N+](=O)[O-])o1,-7%,4%,-3%
COc1ccc(Cn2c(=O)n(Cc3ccco3)c(=O)c3oc4ccccc4c32)cc1,-5%,5%,·
Cc1nn(C)c2c1c(-c1ccccc1)cc(=O)n2Cc1ccc(F)cc1Cl,4%,1%,·
COc1cc2[nH]c(=O)n(CCCCCC(=O)N3CCN(c4ccc(Cl)cc4)CC3)c(=O)c2cc1OC,-11%,0%,·
SMILES,FEN1 inh,TDP1 inh,N370S GC mod
COc1ccc(Cl)cc1NC(=O)c1sc2nc3c(cc2c1N)CN(C)CC3,-29%,0%,·
O=C(O)CCCC(=O)Nc1nc(-c2ccc(F)cc2)cs1,-4%,10%,10%
CCOc1cc(/C=C2\C(=N)N3N=C(C)SC3=NC2=O)ccc1OCCOc1ccccc1,5%,·,3%
COc1ccc(NC(=O)CSc2nnnn2-c2ccccc2F)cc1,-9%,·,-5%
Cc1cccc(CSc2ncc(Cl)c(C(=O)Nc3sc4c(c3C(N)=O)CCCC4)n2)c1,-1%,9%,·
N#Cc1c(N2CCOCC2)nsc1-c1ccccc1,2%,4%,-4%
O=C(CN1CCCCCC1)Nc1ccc(Oc2ccccc2)cc1,-15%,5%,-10%
COc1ccc(-c2ccnc(SCC(=O)Nc3ccccn3)n2)cc1,-2%,-4%[56.1 µM],?
O=C(COC(=O)c1ncc(Cl)c(Cl)c1Cl)c1ccc(Cl)s1,-9%,4%,8%
N[C@@H](Cc1ccccc1)C(=O)N1CCC(C(=O)N[C@@H](Cc2c[nH]c3ccccc23)C(=O)O)CC1,4%,·,-8%
CC(C)[C@H](NC(=O)N1CC(=O)Nc2ccccc21)C(=O)N[C@H](Cc1c[nH]c2ccccc12)C(=O)O,-2%,·,1%
CCOC(=O)c1c(-c2ccc(C)o2)csc1NC(=O)CN(C)CC(=O)Nc1ccc(C)cc1,0%,5%,?
CCOc1ccc(NC(=O)CSc2nnc(C3CC3)n2C)cc1S(=O)(=O)N1CCCCC1,13%,4%,·
CC(=O)N1CCCc2cc(S(=O)(=O)N3CCC(C(=O)NC4CCCCC4)CC3)ccc21,19%,0%,·
O=C(COC(=O)C1=COCCO1)Nc1ccc(Br)cc1Br,-3%,0%,·
O=C(OCc1c(-c2ccccc2)ncc2ccccc12)c1ccc(C(F)(F)F)cc1,11%,0%,·
COc1ccccc1OCCn1cc(C(=O)c2cccs2)c2ccccc21,-19%,-5%,·
CCC(=O)N1CCc2cc(Br)cc(S(=O)(=O)CCC(=O)N3CCN(c4ccc(F)cc4)CC3)c21,-4%,9%,·
O=C(Nc1ccccc1)C1CCN(S(=O)(=O)c2cccs2)CC1,-3%,1%,·
COc1ccc([C@H]2CC(=O)C=C(c3ccc4cc[nH]c4c3)C2)cc1,2%,-1%,·
CCCCN(CC)CCCNC(=O)c1cc2c(=O)n(C)c3ccccc3c2n1C,?,3%,-2%
O=C(NCc1ccc(Cl)cc1)Nc1ccc(F)cc1,21%,3%,9%
CCOC(=O)c1c(-c2ccccc2)oc2ccc(O)c(CN3CCCC3)c12,-8%,-3%,-2%
c1ccc(C2CCC(N3CCN(c4ccccc4)CC3)CC2)cc1 (stereo not given),1%,·,-5%
C=CCn1c(Cc2cccs2)nnc1SC/C=C/c1ccccc1,3%,7%,-19%
SMILES,FEN1 inh,TDP1 inh,N370S GC mod
O=C(CCC(=O)c1ccccc1)Nc1ccccc1OC(F)F,18%,·,0%
NC(=O)c1ccsc1NC(=O)CSc1nncs1,1%,5%[0.505 µM],4%
COc1ccccc1OCc1ccc(C(=O)NN)cc1,9%,3%,14%
COc1ccc(S(=O)(=O)N2CCCOC2CNC(=O)C(=O)NCc2ccco2)cc1 (stereo not given),9%,8%,7%
Cc1ccc(CNC(=O)c2cccc3c2C(=O)c2ccc(N4CCCCC4)cc2S3(=O)=O)cc1,17%,-1%,·
COc1ccc(N(CC(=O)O)S(=O)(=O)c2ccc(OC)c(OC)c2)cc1,8%,-2%,20%
Cc1ccccc1CN1CCSc2sccc2C1=O,12%,5%,8%
Cc1ccc(N2CCN(CC3CC=CCC3)CC2)cc1 (stereo not given),-2%,5%,-4%
O=C(NCCN1CCCCC1)c1cc2ccccc2[nH]1,-8%,1%,-19%
COc1cc(C(=O)N2CCNCC2)cc(OC)c1OC,16%,·,0%
Cc1cc(C(=O)NCC2COc3ccccc3O2)c2ccccc2n1 (stereo not given),1%,0%,-4%
O=C(NNC(=O)c1cncc(Br)c1)c1ccncc1,-1%,0%,·
CCOC(=O)N1CCN(C(=O)COc2ccc(Br)cc2Cl)CC1,6%,-3%,9%[2.35 µM]
COc1ccc(/C=N/NC(=O)CN(CCc2ccccc2)S(=O)(=O)c2ccc(NC(C)=O)cc2)cc1OC,-11%,-1%,?
COCCn1c(SCC(=O)Nc2cc(C(C)(C)C)nn2-c2ccccc2)nc2ccccc2c1=O,-2%,3%,-21%
Cc1cc(C)nc(N/N=C/c2sccc2C)n1,-4%,-5%,-7%
COc1ccc(CCNC(=O)CCCn2c(SCC(N)=O)nc3cc4c(cc3c2=O)OCO4)cc1OC,8%,5%&3%,2%
COc1ccc(-n2c(=O)c3ccc(C(=O)NCc4ccc(C)cc4)cc3n(CC(=O)Nc3ccc(F)cc3)c2=O)cc1,16%,0%,·
Cc1cccc(C)c1-n1ncc(C(=O)NCCCN2CCCCC2)c1C1CCN(C(=O)OC(C)(C)C)CC1,-7%,4%,·
CCOC(=O)Cc1ccc(NC(=O)NCc2cccn2Cc2ccccc2)cc1,-2%,10%,·
O=C(CCN1C(=O)C2CCCCC2C1=O)N1CCN(S(=O)(=O)c2c(F)cccc2F)CC1 (stereo not given),6%,3%,0%
CCc1cc2c(CN3CCN(CCO)CC3)cc(=O)oc2cc1O,-6%,8%,7%
COc1ccc(C2C(C(=O)NCCCN3CCOCC3)c3ccccc3C(=O)N2c2ccc(OC)cc2)cc1 (stereo not given),15%,-3%,-11%
CCOC(=O)c1ccccc1NC(=O)c1ccc(F)cc1,2%,-7%,-9%
COc1ccc(C(=O)Nc2ccc(S(=O)(=O)Nc3cc(C)nc(C)n3)cc2)cc1,15%&-3%,·,-5%
SMILES,FEN1 inh,TDP1 inh,N370S GC mod
CCOC(=O)c1ccc(CNC(=O)CSc2nnnn2-c2ccc(Cl)cc2)o1,10%,6%,3%
COc1cccc([C@@H]2Oc3ccc(Br)cc3C[C@H]2OC(=O)NS(=O)(=O)c2ccc(C)cc2)c1,·,6%,-3%
C#CCOCCOCCOCCNc1nc(N2CCN(C(=O)CCCCCCCCCCNC(=O)Cn3cc(C[C@@H](C)O)nn3)CC2)nc(N2CCN(C(=O)CCCCCCCCCCNC(=O)[C@@H]([C@H](C)O)n3cc(C)nn3)CC2)n1,6%,0%,-21%
N#Cc1ccc(C(=O)OCCc2cc3ccccc3c(=O)o2)cc1,-5%,1%,·
COc1ccc(CN=C(C)c2c(C(F)(F)F)[nH]n(-c3nc4ccccc4s3)c2=O)cc1,-12%,-4%,8%
S=C(NCCCN1CCOCC1)Nc1ccc(Cl)cc1,7%,3%,-14%
CCCNS(=O)(=O)c1ccc(CCC(=O)N2CCOCC2)cc1,-6%,3%,-2%
Cc1ccc(SCC(=O)c2cc(C)c(OC(=S)N(C)C)c(C)c2)cc1,11%,4%,-3%
COc1cc2[nH]c(=O)n(CCC(=O)NC3CCN(Cc4ccccc4)CC3)c(=O)c2cc1OC,-3%,3%,-22%
N#Cc1ccccc1S(=O)(=O)N1CCN(CC(=O)Nc2ccccc2C(=O)NC2CC2)CC1,-1%,1%,·
COc1ccc(N2C(=O)c3ccccc3C(C)(C)C2=O)cc1,-8%,8%,-5%
C[C@@H]1CC[C@]2(O[C@@H](CCO)C[C@@H](O)[C@@H]2O)O1,-12%,4%,4%
COc1ccc(C(=O)NC2CCN(CC(=O)NC3CCCCC3)CC2)cc1,-5%,0%,1%
CCCn1c(-c2ccc(F)cc2)nc2c(NCCN(C)C)nc(C)nc21,·,7%,3%
O=C(CNC(=O)c1ccccc1)OCC(=O)c1ccc(Cl)s1,-19%,1%,·
O=C(COc1ccc(Cl)cc1Cl)Nc1cccc(-c2ccc(N3CCOCC3)nn2)c1,7%,·,-4%
O=C(Nc1ccc(S(=O)(=O)N2CCCC2)cc1)C1CCN(S(=O)(=O)c2ccc(F)cc2)CC1,1%,-7%,-20%

# 15 compounds already listed, sorted by molar mass, rising:
SMILES,FEN1 inh,TDP1 inh,N370S GC mod
C[C@@H]1CC[C@]2(O[C@@H](CCO)C[C@@H](O)[C@@H]2O)O1,-12%,4%,4%
COc1ccc(N2C(=O)c3ccccc3C(C)(C)C2=O)cc1,-8%,8%,-5%
S=C(NCCCN1CCOCC1)Nc1ccc(Cl)cc1,7%,3%,-14%
N#Cc1ccc(C(=O)OCCc2cc3ccccc3c(=O)o2)cc1,-5%,1%,·
O=C(CNC(=O)c1ccccc1)OCC(=O)c1ccc(Cl)s1,-19%,1%,·
CCCNS(=O)(=O)c1ccc(CCC(=O)N2CCOCC2)cc1,-6%,3%,-2%
CCCn1c(-c2ccc(F)cc2)nc2c(NCCN(C)C)nc(C)nc21,·,7%,3%
COc1ccc(C(=O)NC2CCN(CC(=O)NC3CCCCC3)CC2)cc1,-5%,0%,1%
COc1ccc(C(=O)Nc2ccc(S(=O)(=O)Nc3cc(C)nc(C)n3)cc2)cc1,15%&-3%,·,-5%
CCOC(=O)c1ccc(CNC(=O)CSc2nnnn2-c2ccc(Cl)cc2)o1,10%,6%,3%
O=C(COc1ccc(Cl)cc1Cl)Nc1cccc(-c2ccc(N3CCOCC3)nn2)c1,7%,·,-4%
COc1cc2[nH]c(=O)n(CCC(=O)NC3CCN(Cc4ccccc4)CC3)c(=O)c2cc1OC,-3%,3%,-22%
N#Cc1ccccc1S(=O)(=O)N1CCN(CC(=O)Nc2ccccc2C(=O)NC2CC2)CC1,-1%,1%,·
O=C(Nc1ccc(S(=O)(=O)N2CCCC2)cc1)C1CCN(S(=O)(=O)c2ccc(F)cc2)CC1,1%,-7%,-20%
COc1cccc([C@@H]2Oc3ccc(Br)cc3C[C@H]2OC(=O)NS(=O)(=O)c2ccc(C)cc2)c1,·,6%,-3%
